WT yeast gro inh – growth inhibition of WT yeast, mitochondrial fusion screen; mitochondrial fusion phenotypic screen, WT strain; inhibition, % at 10 µM; hit rate 2.1% among 190,000; AID 1362; in the data active means inhibition above about 58%; tested in S. cerevisiae
bCat nuc transl – modulators of beta-catenin nuclear translocation. HeLa beta-catenin nuclear translocation, immunofluorescence imaging. AID 1665. hit rate 0.3% among 190,000. nuclear translocation activity, % at 5 µM;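 active means nuclear translocation activity above 50% at 5 µM, with a well cell count of 50 or more; inconclusive means wells under 50 cells across six images, flagged as toxic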;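 further: per-cell ratio of nuclear to cytoplasmic median beta-catenin stain intensity; plate controls were DMSO negative control for no effect and GSK-3 inhibitor IX positive control for full effect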
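assay system = human HeLa cells, endogenous beta-catenin | times = compound treatment 24 h, 37°C, 5% CO2 | detection = Anti-beta-catenin immunofluorescence on PFA-fixed, Triton-permeabilized cells, DAPI nuclei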
Large T inhibition – SV40 large T antigen inhibitors, biochemical (AID 1903); SV40 large T antigen ATPase/helicase inhibition assay; higher % means a stronger effect; inhibition, % at 20 µM, or IC50 in µM where a hit was titrated; hit rate 0.39% among 310,000; in the data active means a potency from the dose series; inconclusive means inhibition mostly from about 32% at the one dose, without a potency; inactive means the rest, 99 in 100 with inhibition below about 32%; further: strong numbers were not always called active
T cell HTS – modulates CD8 T cell binding to vesicles; 2C CD8+ T cell-vesicle binding, flow cytometry; active compounds read low; AID 2052; hit rate 0.068% among 330,000; calls only at 7 µM;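 active means response, share of CD8 T cells binding vesicles, and their 90th percentile fluorescence all below set limits, cut at about 80% in these data, passing the limit was not always enough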
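Assay system: 2C TCR transgenic mouse naive CD8+ T cells, MACS-purified | Read-out: CD8+ gate FL2 mean fluorescence as % of same-row positive control | Signal: High-throughput flow cytometry with anti-B7-1 and anti-CD8 staining | Timing: Binding step 1.5 h, 37 °C, antibody labelling 20 min, ice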
RSV antiviral HEp-2 – inhibition of RSV-induced cytopathic effect – HEp-2 cells, primary 10 µM value included (AID 2391) | HEp-2 cells, RSV-induced CPE inhibition; higher % means a stronger effect | CPE inhibition, % at 10 µM; hits with a dose series show IC50 in µM | hit rate 0.13% among 310,000; in the data active means a potency from the dose series; inconclusive means CPE inhibition mostly from about 23% at the one dose, without a potency; inactive means the rest, 99 in 100 with CPE inhibition below about 21%; further: strong numbers were not always called active
West Nile virus CPE – West Nile virus antiviral activity, cell-based, CPE readout (AID 1621); hit rate 0.02% among 290,000; West Nile virus-infected cells, CPE inhibition; higher % means a stronger effect; CPE inhibition, % at 10 µM, or IC50 in µM where a hit was titrated; in the data active means a potency from the dose series; inconclusive means CPE inhibition mostly from about 3.7% at the one dose, without a potency; inactive means the rest, 99 in 100 with CPE inhibition below about 2.2%; further: strong numbers were not always called active
Myeloid diff MLP – promotes myeloid progenitor differentiation | AID 624256 | calls only at 10 µM | hit rate 1% among 360,000 | ER-HoxA9 myeloid progenitors, lysozyme-GFP differentiation, flow cytometry;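 active means normalized GFP-positive differentiation at or above the plate's own cutoff, the solvent-only control mean plus 3 SD; inconclusive means no clear call, values can overlap the other calls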;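 further: cells exposed to compound for four days before flow analysis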
Salmonella PhoP GFP – inhibitors of PhoP regulon expression, primary screen, Salmonella Typhimurium, GFP reporter (AID 1863) | inhibition, % at 50 µM; hits with a dose series show IC50 in µM | hit rate 0.16% among 300,000 | S. Typhimurium PhoP-regulated promoter GFP reporter, 4 h; higher % means a stronger effect;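 active means inhibition over 29.93%, a cutoff 3 SD above the screen mean, later confirmed by dose response; inconclusive means inhibition over 29.93% but no dose response follow-up; inactive means inhibition at most 29.93% or unconfirmed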;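 further: 0% = low Mg2+ inducing control and 100% = high Mg2+ repressing control; strong numbers were not always called active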
Rac1 GTP hydrolysis – MgcRacGAP GTPase-activating activity inhibitors, confirmation, biochemical, ADP Hunter fluorescence. MgcRacGAP-stimulated Rac1 GTP hydrolysis, ADP Hunter fluorescence; higher % means a stronger effect; GST-tagged Rac1 F28L mutant substrate. one-dose inhibition, % at 30 µM; IC50 in µM for titrated hits. hit rate 0.6% among 340,000;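 active means first-screen hits whose inhibition reached a set limit at any dose in the follow-up dose series; inconclusive means inhibition above the set first-screen limit but never retested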;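 further: fluorescence reports GDP produced by GAP-driven GTP hydrolysis; strong numbers were not always called active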
WT yeast gro inh mutant strain – recorded beside WT yeast gro inh, whose call it bears; inhibition, %; mitochondrial fusion phenotypic screen, mutant strain inhibition
bCat nuc transl cell count 5 µM – further read-out of bCat nuc transl, marked with its call; cell count; measured here: cell count, cytotoxicity flag
T cell HTS vesicle-bound % – second read-out of T cell HTS, no call of its own (marks repeat the call); double positive events, %; measured here: CD8+ vesicle-bound cell fraction;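 binding gate set so that unloaded-vesicle control wells show 10% double positive cells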
Myeloid diff MLP GFP+ MAC1+ % – second read-out of Myeloid diff MLP, no call of its own (marks repeat the call); GFP+ MAC1+ double positive, %; measured here: differentiation confirmed by MAC1 staining
* hit, by the source's call; i = inactive; u = inconclusive; x = not tested or not shown; & = joins results of further samples. Hits appear at their usual frequency; 3.6% or so of the library scored in one or more.

mol | T cell HTS vesicle-bound % | Myeloid diff MLP GFP+ MAC1+ % | WT yeast gro inh | bCat nuc transl cell count 5 µM | Salmonella PhoP GFP | Rac1 GTP hydrolysis | RSV antiviral HEp-2 | West Nile virus CPE | Large T inhibition | WT yeast gro inh mutant strain | T cell HTS | Myeloid diff MLP | bCat nuc transl
Cc1ccc2c(CN3CCC(C)CC3)cc(=O)oc2c1C | 28 | 0.2 | x | x | 13% | 1% | 2.9% | 0.8% | 1% | x | i | i | x
COc1ccc(S(=O)(=O)CC(O)CN2CCCC2=O)cc1 (stereo unspecified) | 52 | 1.5 | 20 | 1413 | 4% | 12% | 1.9% | -0.5% | 2% | 3 | i | i | -2.0
Cn1nc(C(C)(C)C)cc1C(=O)NNC(=O)c1cccc(Cl)c1 | 28 | 0.3 | x | 1313 | -14% | 8% | 5.2% | -0.7% | 10% | x | i | i | -5.2
Cc1cc(C(=O)NNC(=S)NC(=O)/C=C/c2ccccc2Cl)n[nH]1 | 9 | 1.3 | -1 | x | 35% | 17% | 2.3% | 0.5% | 20% | -2 | i | i | x
Cc1cccc(NC(=O)C2CCCN2S(=O)(=O)c2ccc(Cl)cc2)n1 (stereo unspecified) | 13 | 1.4 | x | x | -7% | 3% | 1.1% | -0.4% | -9% | x | i | i | x
CCn1c(CSc2nnc(-c3ccoc3C)n2C)nc2cc(S(=O)(=O)N(C)C)ccc21 | 34 | 1.7 | 2 | x | 4% | 10% | 0.6% | -0.8% | 11% | -4 | i | i | x
COc1ccccc1NS(=O)(=O)c1cccc(NC(=O)C2CC(=O)N(Cc3ccccc3)C2)c1 (stereo unspecified) | 59 | 0.9 | 1 | 1062 | -5% | 3% | u | -0.2% | 3% | 14 | i | i | -4.0
Cc1cc(C)n(/N=C/c2ccc(O)cc2)c(=O)c1C#N | 53 | 0.3 | -10 | 992 | 3% | 8% | -0.8% | 0.4% | 15% | -4 | i | i | -1.2
O=C1N=C(N2CCC(Cc3ccccc3)CC2)S/C1=C/c1cn[nH]c1-c1ccccc1 | 55 | 0.4 | x | x | 7% | 6% | u | 0.9% | 3% | x | i | i | x
COc1ccc(Cn2c(=S)[nH]c3cc(C(=O)N4CCN(c5ccccc5)CC4)ccc3c2=O)cc1 | 48 | 0.4 | x | x | -3% | 7% | 5.7% | -0.2% | 7% | x | i | i | x
COc1cccc(N2CC(NC(=O)C(=O)c3c[nH]c4ccccc34)CC2=O)c1 (stereo unspecified) | 47 | 1.0 | x | x | -5% | 5% | 2.2% | x | 3% | x | i | i | x
COc1ccc2c(=O)cc(C(=O)O)oc2c1 | 37 | 0.2 | -13 | 1029 | -1% | 6% | -2.0% | -0.2% | 13% | -17 | i | i | -3.0
COC(=O)c1c(-c2ccc(C)cc2)csc1NC(=O)Cc1ccc(OC)c(OC)c1 | x | 1.8 | 48 | x | -6% | 1% | x | x | 23% | 23 | x | i | x
CCOc1ccc(Cn2nnc(C(=O)NCCc3ccccc3)c2N)cc1 | 54 | 1.6 | 17 | x | -3% | -17% | 2.5% | -0.3% | 0% | 1 | i | i | x
O=C1N=c2ccccc2=C1c1c(O)n(-c2cccc(F)c2)[nH]c1=O | 30 | 0.0 | 0 | 514 | -7% | 15% | -0.8% | 0.4% | 20% | 10 | i | i | -1.3
CCOC(=O)c1cc(NC(=O)Nc2ccccc2Cl)c(C)nc1C | 54 | 0.6 | -13 | 1448 | -4% | x | -0.1% | 0.1% | 6% | 2 | i | i | 0.9
O=C(NCC(c1ccco1)N1CCCC1)c1ccccc1Sc1ccc(C(F)(F)F)cc1[N+](=O)[O-] (stereo unspecified) | 53 | 1.3 | x | x | -8% | 13% | -2.0% | x | 16% | x | i | i | x
COc1ccc(C/C(N)=N/n2cnnc2)cc1Cl | 35 | 1.3 | 6 | 1005 | 11% | 10% | 1.6% | 0.3% | 8% | -1 | i | i | -0.1
CCOC(=O)CNc1nc(Oc2ccc(=O)n(C)n2)nc(N(CC)CC)n1 | 56 | 0.2 | -20 | 1119 | -10% | 13% | 1.7% | -0.2% | 8% | -13 | i | i | -0.2
Cc1ccc(NC(=O)COC(=O)COc2cccc3c2OC(C)(C)C3)cc1S(=O)(=O)N1CCOCC1 | 52 | 0.9 | x | x | 6% | 5% | 1.8% | x | 11% | x | i | i | x
CCOC(=O)C1CCN(C(=S)Nc2cc(C)ccc2C)CC1 | 14 | 0.5 | 5 | 1094 | -4% | 1% | 1.4% | 1.4% | 11% | 4 | i | i | -3.8
Cc1nnc(SCC(=O)Nc2ncc3c(n2)CC(c2ccccc2)CC3=O)s1 (stereo unspecified) | 32 | 2.4 | 15 | 1177 | -5% | 7% | 1.1% | 0.3% | 3% | -1 | i | i | -2.0
CC(C)(C)C(=O)C(Cl)C(=O)Nc1ccccc1 (stereo unspecified) | 40 | 0.3 | x | 1234 | -2% | 4% | 0.9% | 0.0% | 26% | x | i | i | 0.1
COc1ccc2cc(C(=O)C3CCCN(C(=O)C4=NN(C)C(=O)CC4)C3)ccc2c1 (stereo unspecified) | 56 | 1.3 | x | x | -3% | 2% | 1.7% | -1.7% | 12% | x | i | i | x
Clc1cc(Cl)c(Cl)cc1Cl | 28 | 1.7 | x | x | x | 6% | 1.4% | x | x | x | i | i | x
Cc1cc(-c2c(C)n([O-])c(C)c(C)[n+]2=O)ccc1F | 27 | 0.6 | 8 | 1109 | 34% | 7% | 1.4% | 1.3% | 2% | 6 | i | i | -3.3
CC(/C=N/Nc1nc(C)cc(C)n1)=C\c1ccc(C(C)C)cc1 | 40 | 0.7 | 21 | 566 | 2% | 11% | 1.9% | -1.3% | 14% | 19 | i | i | 4.8
N#CC1=C(N)Oc2n[nH]c(-c3ccccc3)c2C1c1ccncc1 (stereo unspecified) | 24 | 0.7 | 5 | 957 | -5% | 13% | 1.0% | -0.5% | 18% | 1 | i | i | -3.7
CCOC(=O)C1=C(C)NC(C)=C(C(=O)OCC)C1C(=O)OCC(=O)N1CCC(C)CC1 | 37&57 | 0.5&1.1 | 0 | 1326 | 6% | 2%&6% | 1.6% | 0.1% | 4% | -24 | i | i | -2.1
COc1ccc(NC(=O)NC2CCN(C(C)C)CC2)c(OC)c1 | 29 | 1.1 | -5 | x | 3% | 3% | 0.4% | 0.0% | 3% | 0 | i | i | x
Cc1cccc(NC(=O)NNC(=O)COc2ccc([N+](=O)[O-])cc2)c1C | 21 | 0.5 | x | x | -6% | 4% | 1.1% | -0.6% | 19% | x | i | i | x
CCCCC(=O)OCC(=O)Nc1ccc(OC(F)F)cc1 | 52 | 0.6 | 9 | 1188 | 1% | 5% | 0.8% | -0.2% | 0% | -4 | i | i | 0.5
Cc1[nH]c2ccccc2c1C(=O)COC(=O)Cn1c(C(F)(F)F)nc2ccccc21 | 46 | 0.5 | -1 | 526 | 1% | 9% | 0.6% | -0.9% | 10% | -9 | i | i | 2.1
O=C(CSc1cc(Cl)ccc1Cl)NCC(=O)Nc1ccc(F)c(F)c1F | 44 | 0.5 | -5 | 1109 | 6% | 8% | 1.5% | -1.5% | 8% | -7 | i | i | 2.0
COC(=O)c1ccc(NC(=O)c2cccc(NC(=O)c3ccccc3)c2)cc1 | 51 | 0.6 | x | x | 5% | 1% | 0.9% | -0.8% | 9% | x | i | i | x
Cc1ccc(C)n1-c1ccc(-n2cnnn2)cc1 | 41 | 2.4 | 4 | 1229 | 0% | 6% | 2.9% | 0.0% | 2% | 0 | i | i | -2.2
Cc1cc(C)cc(NC(=O)C2CCN(S(=O)(=O)c3ccc4c(c3)NC(=O)C(C)S4)CC2)c1 (stereo unspecified) | 39 | 2.1 | x | x | 7% | 9% | 5.4% | 0.1% | -1% | x | i | i | x
CC1(C)CC(=O)c2cnc(NCc3ccco3)nc2C1 | 29 | 0.9 | 3 | 1028 | 1% | 8% | 0.7% | 0.1% | -4% | 22 | i | i | -1.3
Cc1[nH]nc2c1C(C(C)c1ccccc1)C(C#N)=C(N)O2 (stereo unspecified) | 40 | 0.2 | -9 | 1104 | -2% | -3% | 2.3% | 0.1% | 60% | 1 | i | i | -0.4
O=C(NC1CCCCCC1)C1c2ccccc2C(=O)N1CCCN1CCOCC1 (stereo unspecified) | 44 | 0.5 | 0 | 948 | 7% | 1% | -0.7% | -0.3% | 5% | -10 | i | i | -5.5
Cc1ccc([N+](=O)[O-])cc1S(=O)(=O)Nc1ccc(O)c(Sc2ncn[nH]2)c1 | 6 | 0.7 | x | x | 0% | 31% | 0.7% | 0.3% | 0% | x | i | i | x
O=C(CN1CCC(n2nnc3cc(F)ccc32)CC1)NC1CC1 | 26 | 0.5 | 8 | 941 | 0% | 2% | 0.5% | -0.5% | 1% | 3 | i | i | -4.0
Oc1c(Cl)cc(CN2CCOCC2)c2cccnc12 | 19 | x | x | x | x | 10% | -1.6% | x | x | x | i | u | x
Cn1c(N/N=C/c2cc3ccccc3nc2Cl)nc2ccccc21 | 47 | 0.4 | 69* | 941 | 3% | 6% | 0.3% | -1.7% | 9% | 62* | i | i | 0.5
COCCN(C(=O)c1ccc(N2CCCC2=O)cc1)c1c(N)n(Cc2ccccc2)c(=O)[nH]c1=O | 65 | 1.0 | x | x | x | 2% | 0.7% | x | x | x | i | i | x
Cc1ccc(NC(=S)NCc2ccccc2)cc1[N+](=O)[O-] | 52 | 0.5 | 17 | 1070 | 5% | 6% | 4.6% | -1.6% | 1% | 3 | i | i | 6.2
CCc1ccccc1NC1=NCC(=O)N1C1CCCC1 | 55 | 0.5 | 2 | 1492 | 11% | 9% | 0.4% | -0.8% | 2% | -19 | i | i | -0.3
